TRHR agonist: TRH receptor (human) agonism | TRHR cells, calcium flux fluo-8, FDSS agonist mode | activation, % at 2 µM | 0.18% of 360,000 active | AID 493084; in the data active = activation above about 30%; note: 0% is about no effect
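Agonist-mode FDSS calcium read (Ex 480/Em 530, 1 s cycles) in 1536-well TRHR cells with fluo-8 dye, after 10-cycle baseline and 23 nL compound addition; TRH at EC20 (10 nM final) added afterwards for the enhancer phase.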
D2 antag: antagonizes the human D2 dopamine receptor | 2% of 340,000 active | P14416 | AID 485344 | inhibition, % at 10 µM | HEK293 TREx D2 cells, calcium flux, dopamine EC80; in the data active = inhibition above about 30%; note: 0% is about no effect
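Tetracycline-induced HEK293 TREx cells expressing D2 receptor forced-coupled to calcium signalling, loaded with no-wash calcium dye. Compounds added and calcium flux read 180 s, then dopamine added at EC80 and read a further 180 s.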
PI4K2A inh: inhibitors of human PI4K2A | Q9BTU6 | purified PI4K2A, ADP-Glo luminescence, 1 h; active compounds read low | activity change, negative = inhibition, % at 76.9 µM | 0.13% of 420,000 active; in the data active = activity change below about -50%; inconclusive = mostly about -30% to -49%;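 note: -100% = wells without enzyme as full effect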
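In this quantitative HTS, ADP production by PI4K2A was quantified luminescently after 1 h at ambient temperature; 100 microM adenosine served as plate-quality control.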
USP1 inh: blocks the human USP1/UAF1 deubiquitinase complex; O94782; 0.23% of 390,000 active; AID 743255; recombinant USP1/UAF1, Ub-Rhodamine cleavage fluorescence; Potency, µM (highest dose often 57.1 µM), without a hit: top-dose activity change, negative = inhibition, hits mostly inhibitors; note: potency is the fitted concentration of half-maximal effect; % is set by controls: 0 for no effect and ±100 for the full control effect; nearly all actives have a fitted effect of over 60% in size; inactives centre near -12
Target sequence (O94782 whole entry, looked up): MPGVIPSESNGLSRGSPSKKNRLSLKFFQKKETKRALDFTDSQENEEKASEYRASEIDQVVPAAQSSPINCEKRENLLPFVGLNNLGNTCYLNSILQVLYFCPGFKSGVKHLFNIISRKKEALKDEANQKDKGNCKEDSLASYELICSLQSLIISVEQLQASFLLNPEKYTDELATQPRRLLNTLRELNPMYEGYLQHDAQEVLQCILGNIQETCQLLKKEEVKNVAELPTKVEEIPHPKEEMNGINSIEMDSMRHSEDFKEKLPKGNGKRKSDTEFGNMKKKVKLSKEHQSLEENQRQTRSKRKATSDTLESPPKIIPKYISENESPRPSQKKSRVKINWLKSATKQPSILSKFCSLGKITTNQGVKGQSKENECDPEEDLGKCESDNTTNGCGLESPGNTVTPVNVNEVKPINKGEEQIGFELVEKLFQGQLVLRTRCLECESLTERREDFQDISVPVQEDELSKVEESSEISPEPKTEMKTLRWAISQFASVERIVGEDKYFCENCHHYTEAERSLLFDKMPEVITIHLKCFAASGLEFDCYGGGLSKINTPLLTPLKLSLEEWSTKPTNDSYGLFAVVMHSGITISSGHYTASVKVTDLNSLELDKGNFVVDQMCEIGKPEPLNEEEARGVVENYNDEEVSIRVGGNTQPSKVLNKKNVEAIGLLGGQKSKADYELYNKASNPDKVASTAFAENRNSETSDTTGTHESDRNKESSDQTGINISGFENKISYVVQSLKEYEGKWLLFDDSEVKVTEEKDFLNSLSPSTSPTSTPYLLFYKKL
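High-throughput fluorogenic screen: 1nM USP1/UAF1 complex, Ub-Rho substrate 150nM final, 50mM HEPES pH 7.8 with 0.5mM EDTA, 0.1 mg/ml BSA, 1mM TCEP and 0.01% Tween-20.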
mIDH1 inhibitor: blocks human mutant IDH1 R132H enzyme | Potency, µM (doses to about 76.6 µM), without a hit: at the top dose activity change, negative = inhibition, most hits filed as inhibitors | 0.093% of 390,000 active | IDH1-R132H enzyme, NADPH consumption, diaphorase/resazurin fluorescence | O75874; note: potency is the fitted concentration of half-maximal effect; % is set by controls: 0 for no effect and ±100 for the full control effect; nearly all actives have a fitted effect of over 65% in size
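IDH1-R132H (0.5 ug/mL dispensed) in pH 7.5 Tris buffer was preincubated 30 min with compound, then given a substrate mix of 0.016 mM NADPH and 2 mM alpha-KG for 80 min at room temperature; remaining NADPH was read by diaphorase/resazurin fluorescence.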
TrxR1 inh: rat TrxR1 inhibition | Potency, µM (highest dose often 114 µM), for inactives: at the top dose activity change, negative = inhibition, most hits filed as inhibitors | recombinant rTrxR1, NADPH fluorescence consumption, selenite substrate | 1% of 390,000 active; note: potency is the fitted concentration of half-maximal effect; % is set by controls: 0 for no effect and ±100 for the full control effect; nearly all actives have a fitted effect of over 65% in size
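Rat TrxR1 (90 nM in the dispensed reagent) was pre-reduced with 400 uM NADPH for 5 min at room temperature, then incubated with compound for 15 min. After 400 uM selenite was added, NADPH fluorescence (Ex 340/Em 450 nm) was followed for 8 min.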
TrxR1 substrate: substrates of rat thioredoxin reductase 1. O89049. purified TrxR1 substrate turnover, NADPH consumption readout. Potency, µM (highest dose often 114 µM), without a hit: at the highest dose activity change, negative = substrate turnover. 0.01% of 390,000 active; note: potency is the fitted concentration of half-maximal effect; % is set by controls: 0 for no effect and ±100 for the full control effect; nearly all actives have a fitted effect of over 50% in size
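Rat TrxR1, dispensed at 90 nM, was prereduced with 400 uM NADPH (final) for 5 min at ~22 deg C, then incubated with compound 15 min before 400 uM selenite. A first-read NADPH fluorescence drop versus no-compound background flagged substrates.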
TRHR enhancer: allosteric enhancers of human TRH receptor; TRHR cells, fluo-8 calcium fluorescence, EC20 TRH enhancement; 0.66% of 360,000 active; enhancement, % at 2 µM; in the data active = enhancement above about 30%; note: 0% is about no effect
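Enhancer read-out: after compound pinning and an initial kinetic agonist-mode read, an EC20 of TRH (10 nM final) was injected and fluo-8 calcium signal (Ex 480/Em 530) followed at 1 s/cycle for 100 cycles in TRHR-expressing cells.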
D2 ag: agonists of human D2 dopamine receptor; HEK293 T-REx D2 cells, calcium flux agonist mode; P14416; activation, % at 2 µM; 0.53% of 340,000 active; AID 485358;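 active = activation over 3 SD above normal in the single-dose calcium agonist read, cut at about 30% in these data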; note: 0% is about no effect
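In this primary screen, compounds producing a positive calcium signal within 180 s of addition to tetracycline-induced, force-coupled HEK293 Trex D2 cells are flagged; cells are dye-loaded with a no-wash calcium kit beforehand.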
* hit, by the source's call; ? = inconclusive; nt = no result given; & = joins results of further samples; [ ] = another dose, or the depositor's remark. Unless noted, calls come from the whole dose curve; as a rule, active = well fitted inhibition curve with a large enough effect; inconclusive = small, poorly fitted or top-dose-only effect; inactive = no such curve, though single readings can be large or run the other way.

The opening 2 entries, ahead of the listing:
The line under a structure holds: TRHR agonist	D2 antag	PI4K2A inh	USP1 inh	mIDH1 inhibitor	TrxR1 inh	TrxR1 substrate	TRHR enhancer	D2 ag
COc1ccc(OCCOC(=O)CN2C(=O)NC3(CCCC3)C2=O)cc1
→ 0.0	23	-8	8%	-6%	-4%	-2%	4	0.5
O=C(Cc1ccccc1Cl)Nc1cccnc1
→ -1.1	5	1	-3%	-2%	12%	8%	1	1.1

The list itself, previewed entries included:
The line under a structure holds: TRHR agonist	D2 antag	PI4K2A inh	USP1 inh	mIDH1 inhibitor	TrxR1 inh	TrxR1 substrate	TRHR enhancer	D2 ag
COc1ccc(OCCOC(=O)CN2C(=O)NC3(CCCC3)C2=O)cc1
→ 0.0	23	-8	8%	-6%	-4%	-2%	4	0.5
O=C(Cc1ccccc1Cl)Nc1cccnc1
→ -1.1	5	1	-3%	-2%	12%	8%	1	1.1
CC(C)(C)NC(=O)c1cnn2c(C(F)F)cc(-c3ccccc3)nc12
→ 0.1	nt	1	?	12%	17%[57.1 µM]	2%[57.1 µM]	1	-0.2
O=C(O)c1cc([N+](=O)[O-])ccc1NCCCc1ccccc1
→ nt	nt	8&1	10%	0%	10%[57.1 µM]	?	nt	nt
O=C(NC1CCCC1)c1ncn[nH]1
→ -0.1	-3	-3	-13%	6%	2%	-3%	-1	-0.9
O=C(CCn1ccc2cc(S(=O)(=O)N3CCCC3)ccc21)NCc1ccccc1F
→ 0.9&0.2	3	10&-1	-4%&3%	1%&-5%	24%&25%	-4%&3%	-3&-5	0.6&-0.5
COc1cccc(CNS(=O)(=O)/C=C/c2ccc(OC)c(OC)c2)c1
→ -0.1	-9	-9	-12%	4%	29%[57.1 µM]	-13%[57.1 µM]	-4	0.0
CCOc1ccc(C2NCCc3cc(OC)c(OC)cc32)cc1OC (centres undefined)
→ 0.9	-9	-1	3%	0%	-20%	-9%	0	0.8
COC(=O)c1ccc(/C=N/NC(=O)C2CC(=O)N(c3ccc(F)cc3)C2)cc1 (centres undefined)
→ -0.9	1	-3	-18%	-6%	12%	-3%	-3	-0.3
CN1CCN(c2ccc(S(=O)(=O)N3CCCCC3)cc2NC(=O)COc2cccc(Cl)c2)CC1
→ 0.8	10	-3	-18%	2%	-2%	-3%	4	0.1
Cc1onc(-c2ccccc2)c1C(=O)N1CCOCC1
→ 0.3	-3	2	2%	9%	3%	-5%	-8	-0.1
CCN(CC(=O)Nc1ccccc1OC)C(=O)CN1C(=O)NC(C)(c2ccc(C)cc2)C1=O (centres undefined)
→ 0.0	14	-6	-22%	-2%	12%	6%	3	0.7
CC1=C(C(=O)Nc2ccccc2C)C(c2ccco2)n2ncnc2N1 (centres undefined)
→ 0.3	nt	5	-33%	-14%	18%[57.1 µM]	2%[57.1 µM]	0	0.3
OC(CN1CCN(Cc2ccccc2)CC1)c1ccc(Br)cc1 (centres undefined)
→ nt	nt	-2	-13%	3%	10%[2.29 µM]	-4%[57.1 µM]	nt	nt
CCc1cccc(C)c1NC(=O)C1CCCO1 (centres undefined)
→ 0.0	-7	-10	2%	5%	-2%	-9%	-4	0.4
O=C(NCc1ccccn1)C1CCN(Cc2cccc(OCc3ccccc3)c2)CC1
→ -0.2	6	-2	-3%	3%	-6%	-2%	-2	0.0
Cc1cccc(NC(=O)CSC(N)=O)c1C
→ -0.1	10	?	-14%	4%	8%	-13%	6	1.6
CCCN(CCC)CC(=O)N1CC(=O)Nc2ccccc21
→ -1.2	-3	-5	-21%	-4%	4%[57.1 µM]	-1%[57.1 µM]	-4	0.3
COC(=O)N(NC(=O)C(O)(CCC(C)C)CCC(C)C)c1ccccc1
→ 0.2	-5	-3	-15%	2%	4%	-2%	-6	-1.2
CC1CCN(S(=O)(=O)c2ccc3ccccc3c2)CC1
→ 0.6	0	-1	-7%	2%	4%	-6%	-1	-2.4
O=c1c2ccccc2oc2c1oc1ccccc12
→ nt	nt	-4	?	-4%	0%	-3%	nt	nt
Cc1cccc(NC(=O)C2(c3ccccc3)CC2(Cl)Cl)c1 (centres undefined)
→ -0.5	-2	2	-12%	2%	-10%	-11%	7	-0.8
CCCCc1ccc(NC(=S)NCC2CCCO2)cc1 (centres undefined)
→ -0.4	-22	-1	-22%	6%	?	-8%	-3	-1.4
COc1ccccc1C(=O)NNC(=O)c1cccc(Br)c1
→ 0.3	7	3	-2%	3%	12%	-6%	-2	0.7
CCc1ccc(NC(=O)c2ccc3c(c2)c(C)c(C)n3Cc2ccccc2)cc1
→ 0.3	nt	0	-30%	-4%	41%[activator][57.1 µM]	10%[57.1 µM]	0	-0.2
COC(=O)[C@@H]1C[C@@]2(O)[C@@H](O)[C@@H](O)[C@@H](O)C[C@H]2N1Cc1ccc(Cl)cc1
→ -1.4	16	-1	-18%	4%	-8%[57.1 µM]	1%[57.1 µM]	-1	-0.6
Clc1ccc(-n2ncc3c(NCc4cccnc4)ncnc32)cc1Cl
→ -0.9	1	0	-25%	4%	3%	9%	-2	0.4
CN1CCN(C(CNC(=O)c2ccccc2)c2ccc3c(c2)OCO3)CC1 (centres undefined)
→ 0.4	nt	1	-17%	-14%	13%[57.1 µM]	-1%[57.1 µM]	-2	-0.3
CCc1ccc(NC(=O)c2ccc(CN3C(=O)C(C)=C(c4ccc(C)cc4)S3(=O)=O)cc2)cc1
→ 1.1	nt	-1	-8%	-7%	26%[57.1 µM]	2%[57.1 µM]	3	0.8
CCCN(CCC)CCCn1c(=O)[nH]c2ccccc21
→ -0.9	19	-1	-25%	-12%	11%	0%	-4	13

Carrying on:
The line under a structure holds: TRHR agonist	D2 antag	PI4K2A inh	USP1 inh	mIDH1 inhibitor	TrxR1 inh	TrxR1 substrate	TRHR enhancer	D2 ag
CCOCCCNCc1cn(-c2ccc(F)cc2F)nc1-c1ccccc1C
→ 0.9	-67	2	-13%	7%	?	10%[57.1 µM]	-3	0.2
Clc1ccc(C2C3=C(Nc4ncnn42)c2ccccc2CC3)cc1 (centres undefined)
→ -2.7	-3	nt	nt	nt	nt	nt	-10	-0.3
CCN1CCCC1CNC(=S)Nc1ccc(C(C)=O)cc1 (centres undefined)
→ -0.3	5	2	-1%	-5%	14%[57.1 µM]	-1%	-3	-8.1
COc1ccc(CNC(=O)c2ccc(NC(=O)C3=CSCCO3)cc2)cc1
→ -0.6	-10	-2	-12%	5%	16%	10%	34*	14
CCOC(=O)C1=C(C)c2ccccc2OC1(C(=O)OCC)C(C)C (centres undefined)
→ nt	nt	4	-5%	7%	-6%	-15%	nt	nt
Cn1ccsc1=NC(=O)c1cccc(OC(F)F)c1
→ -0.4	nt	2	-19%	8%	-12%	-11%	-8	nt
COc1ccc(N2C(=O)C3CCCN3C2c2ccccc2OC)cc1 (centres undefined)
→ -0.6	12	4	-6%	14%	3%[57.1 µM]	-7%	11	1.2
CCOC(=O)Nc1ccc2c(c1)N(C(=O)N(C)C)c1ccccc1CC2
→ -0.6	10	2	-6%	6%	44%[activator]	21%	-9	-0.6
Cc1cccc(NC(=O)COc2cccc3c(=O)n(C)ccc23)c1C
→ 0.4	nt	-1	-13%	-5%	8%[57.1 µM]	4%[57.1 µM]	1	nt
Cn1c(CNC(=O)c2ccccc2F)nnc1SCC(=O)Nc1nnc(C2CC2)s1
→ 0.3	6	-9	-4%	1%	18%	4%	25	0.4
O=C(CCc1nc(-c2ccccc2)no1)NCc1cccnc1
→ 0.1	-1	8	?	0%	17%	6%	-1	0.0
CC(C)NC(=O)/C=C/C(=O)O
→ 0.2	0	-15	-10%	0%	15%	5%	-3	0.5
CCCN(CCC)C(=O)Cn1c(=O)n(CCCC(=O)NCc2ccco2)c(=O)c2sccc21
→ 0.7	7	2	-2%	-3%	7%	0%	-25	-0.3
CCOC(=O)CN1N=C(/C=C/c2ccc(OCC)cc2)CCC1=O
→ -0.1	-7	4	-29%	-3%	5%	-6%	3	0.7
CCN(CC(=O)NCc1cccs1)C(=O)c1cccc(S(=O)(=O)N2CCc3ccccc32)c1
→ 0.4	-5	-1	-24%	14%	3%	-4%	-4	0.1
COc1ccc(NC(=O)CCc2c(C)nn(-c3ccc(N4CCCCC4)nn3)c2C)cc1Cl
→ -0.3	nt	-10	5%	-4%	20%[57.1 µM]	0%[57.1 µM]	3	0.6
CCCn1nc(CC(=O)OCC)c2ccccc2c1=O
→ 0.2	10	-6	-15%	9%	40%	21%	1	0.8
O=C(NC(Cc1ccccc1)C(=O)O)/C(=C/c1ccc([N+](=O)[O-])cc1)NC(=O)c1ccccc1 (centres undefined)
→ 1.8	-2	-7	-19%	5%	?	-13%[57.1 µM]	4	1.7
O=C(NC12CC3CC(CC(C3)C1)C2)N1CC2Cc3cccc(=O)n3C(C2)C1 (centres undefined)
→ 0.4	-2	-3	-7%	5%	-5%	-8%	0	0.1
COc1ccccc1/C=C/C1(C(=O)NC2CCCC2)CC(=O)N1c1ccccc1 (centres undefined)
→ 0.4	-7	-4	-30%	2%	38%[activator]	7%	6	1.2
COCc1cc(C)nc(Nc2ccccc2OC)c1C#N
→ 0.0	-9	-4	-1%	3%	15%	12%	-1	-0.3
CC/C(C)=N\NC(=O)CNC(=O)c1ccc(Cl)cc1Cl
→ 0.1	-19	-3	-8%	0%	-2%	3%	-1	-0.4
O=S(=O)(c1ccc(NCCCO)nc1)N1CCOCC1
→ 0.3	1	-4	-9%	-1%	?	1%	-3	1.1
CCN(CC(=O)Nc1ccccc1OC)C(=O)/C=C/c1cccs1
→ -0.8	12	2	-9%	0%	-5%[57.1 µM]	-5%[57.1 µM]	-6	-0.1

Whole records, quoted from the list.
`O=S(=O)(c1ccc(NCCCO)nc1)N1CCOCC1` across the screens: TRHR agonist: 0.3; D2 antag: 1; PI4K2A inh: -4; USP1 inh: -9%; mIDH1 inhibitor: -1%; TrxR1 inh: ?; TrxR1 substrate: 1%; TRHR enhancer: -3; D2 ag: 1.1
`CCN1CCCC1CNC(=S)Nc1ccc(C(C)=O)cc1` (centres undefined) across the screens: TRHR agonist: -0.3; D2 antag: 5; PI4K2A inh: 2; USP1 inh: -1%; mIDH1 inhibitor: -5%; TrxR1 inh: 14%[57.1 µM]; TrxR1 substrate: -1%; TRHR enhancer: -3; D2 ag: -8.1

Compound activity (PubChem)
